ST2 IL33 inh = blocks human ST2 binding to IL-33. Q01638. AlphaLISA ST2-Fc/biotin-IL-33 interaction, 1 h. inhibition, % for hits at 17 µM. hit rate 2.3% among 78,000. AID 1259354; in the data active = inhibition above about 30%; inconclusive = mostly about 10% to 28%
Target sequence (Q01638 whole entry, looked up): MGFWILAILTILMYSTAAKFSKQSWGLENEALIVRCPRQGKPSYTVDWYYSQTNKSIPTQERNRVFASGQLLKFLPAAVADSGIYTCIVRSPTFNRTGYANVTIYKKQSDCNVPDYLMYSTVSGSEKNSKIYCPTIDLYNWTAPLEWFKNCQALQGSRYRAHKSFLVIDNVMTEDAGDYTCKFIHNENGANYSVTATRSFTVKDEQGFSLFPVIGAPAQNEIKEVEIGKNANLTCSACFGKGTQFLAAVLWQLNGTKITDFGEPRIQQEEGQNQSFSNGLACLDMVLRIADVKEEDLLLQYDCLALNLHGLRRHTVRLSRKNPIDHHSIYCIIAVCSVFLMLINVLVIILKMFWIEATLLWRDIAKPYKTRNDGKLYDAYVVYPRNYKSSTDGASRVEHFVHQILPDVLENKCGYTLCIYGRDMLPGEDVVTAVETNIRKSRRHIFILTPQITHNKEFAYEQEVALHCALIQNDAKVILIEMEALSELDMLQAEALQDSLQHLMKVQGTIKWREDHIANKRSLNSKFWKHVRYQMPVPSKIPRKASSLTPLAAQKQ
Numbers without * were called inactive; i = inactive; ? = inconclusive.

SMILES	ST2 IL33 inh
Cc1ccnc(NS(=O)(=O)c2ccc(NC(=O)c3ccc(Cl)cc3Cl)cc2)n1	i
O=C(Cn1c(=O)n(-c2cc(F)ccc2F)c(=O)c2sccc21)N1CCCC1	i
Cc1cc(C(=O)N2CC[C@H](N(C)C)C2)c2cccc(C)c2n1	?
CCCN(CCC)c1ccc(C2NC(=O)c3c(sc(C)c3C)N2)cc1 (stereo not given)	?
NC(=O)c1ccc(N2CCOCC2)c(N)c1	?
COc1cc2c(cc1OC)C(C(=O)N1CCCCC1C)C(c1cccs1)N(C)C2=O (stereo not given)	i
CN(C)C=NCCCn1c(N2CCCCC2)nc2c1c(=O)n(C)c(=O)n2C	i
CCN(CC)C(=NS(=O)(=O)c1ccc(C)cc1C)c1ccccc1	?
CC1(C)[C@H]2CC[C@]1(C)C(=O)N(c1nc3c(s1)CCCC3)C2=O	i
Cc1cc(C)cc(CN2CC(c3ccccn3)C2)c1	i
O=C(c1ccc(F)cc1)N1CCN=C1SCc1cccc(Cl)c1	i
COc1ccc2cc(CN3CCCN(c4ccncc4)CC3)c(=O)[nH]c2c1	?
Fc1ccc(CN(Cc2ccncc2)Cc2cccc(-n3cccn3)c2)cc1	?
Cc1cccc(C(=O)NC(C)c2ccccc2)c1 (stereo not given)	i
CN1CCC(CN2CCN(C(c3ccccc3)c3ccccc3)CC2)CC1	i
O=C(O)c1ccc(C(=O)Nc2cc(Cl)cc(Cl)c2)c(C(=O)O)c1	i
O=C(O)c1ccc(NC(=O)c2ccc(Cl)c(S(=O)(=O)N3CCCCC3)c2)cc1	i
COc1cc2c(cc1OC)C(C(=O)NCc1cccnc1)C(c1ccccc1F)N(C)C2=O (stereo not given)	?
NC(=O)COc1ccc([N+](=O)[O-])cc1	?
O=C(Nc1ccc2c(c1)CN(C(=O)Cn1cncn1)CC2)C1CCCO1 (stereo not given)	i
CCCc1n[nH]c(=O)n1[C@@H](CC)c1ccccc1	i
COCCn1c(CNC(=O)CCc2ccc(OC)cc2)nc2cccnc21	?
NC(=O)C1CCN(C(=O)CSc2c3c(nc4cc(Cl)ccc24)CCCC3)CC1	i
CN1CCC2(CCN3CCc4c(oc5ccccc45)C3C2)N(C)C1=O (stereo not given)	?
COc1cccc(-c2cc(N3CCN(S(=O)(=O)c4ccc(CC(C)C)cc4)CC3)ncn2)c1	i
Cc1cn(-c2ccccc2)[nH]c1=O	i
OCCC1CN(Cc2cc3ccccc3s2)CCN1C1CCCC1 (stereo not given)	i
NC(=O)Cn1cc(/C=C2/C(=O)NC(=O)N(C3CCCCC3)C2=O)c2ccccc21	?
CN(C)c1ccnc(NCc2ccccc2)c1C#N	i
O=C(CCN1C(=O)c2ccccc2C1=O)Nc1ccc(F)cc1	i
O=S1(=O)CC2N=C(Nc3ccccc3F)SC2C1 (stereo not given)	i
COC(=O)c1ccc(CNC2CCCc3c2cnn3-c2ccccc2F)cc1 (stereo not given)	?
O=C1CSC(c2ccc(Cl)cc2Cl)N1c1cccc(F)c1 (stereo not given)	i
Cc1cc(C)cc(NC(=O)c2ccccc2C)c1	i
Cc1c(C(=O)NCc2ccco2)oc2ccc(S(=O)(=O)N3CCCCCC3)cc12	i
O=S(=O)(Nc1ccc(S(=O)(=O)Nc2ncccn2)cc1)c1ccc(Cl)cc1	i
O=C(NCC1CCCN(C(=O)CN2CCOC2=O)C1)c1ccc(-c2ccccc2)cc1 (stereo not given)	i
COc1cc(C(C)=O)ccc1O[C@@H]1O[C@H](CO[C@@H]2O[C@@H](C)[C@H](O)[C@@H](O)[C@H]2O)[C@@H](O)[C@H](O)[C@H]1O	i
CC1CCCCC1NC(=O)CN(C)S(=O)(=O)c1ccc2c(c1)CCC(=O)N2 (stereo not given)	i
CCN(CC)C(=O)[C@@H](C)C1CC[C@@]2(C)Cc3sc(Nc4c(Cl)cccc4Cl)nc3[C@@H](C)[C@@H]2[C@H]1O (stereo not given in full)	i
O=[N+]([O-])c1ccccc1CSc1nnc2sc3ccccc3n12	?
COc1ccccc1OCCSc1nc2ccccc2n1C	i
CCCn1cc(CNC(=O)C2CCOC2)cn1 (stereo not given)	i
CCC(=O)NC(c1ccc(N(C)C)cc1)c1ccc2cccnc2c1O (stereo not given)	?
Cc1ccc(S(=O)(=O)N=C2C=C(Nc3cccc(C)c3)C(=O)c3ccccc32)cc1	84%*
O=C(CSCc1ccccc1)N1CCN(c2ccc(F)cc2)CC1	i
O=C(Nc1ccccc1-c1ccccc1)c1ccccc1Cl	i
CC1=C(C(=O)Nc2cccnc2)C(c2ccc(OCc3ccccc3)cc2)n2nnnc2N1 (stereo not given)	i
CC(C)C(=O)Nc1ccc(Cl)cc1F	i
CCOC(=O)c1coc(N2CCC3(CC2)C(=O)Nc2ccccc23)n1	?

Retrieved by structure from the entries so far (2):
SMILES	ST2 IL33 inh
COc1ccccc1OCCSc1nc2ccccc2n1C	i
CC1=C(C(=O)Nc2cccnc2)C(c2ccc(OCc3ccccc3)cc2)n2nnnc2N1 (stereo not given)	i

(continued)
SMILES	ST2 IL33 inh
COc1cc2ncc(-c3ccccc3)nc2cc1OC	i
Cc1cc(C)c(-n2cnnn2)c(C)c1	i
COc1ccc(S(=O)(=O)N2C[C@@H]3C[C@H](C2)c2ccc(NS(=O)(=O)c4cccs4)c(=O)n2C3)cc1	?
CC(=O)N1CCN(c2ncccc2CNC(=O)C2CC23CCCCC3)CC1 (stereo not given)	?
CCn1c(CC2CCNCC2)nn(CC(=O)NCC2CCCO2)c1=O (stereo not given)	i
CC1CCCCC1NC(=O)c1cc(-c2ccncc2)nc2ccccc12 (stereo not given)	i
COc1ccc2cc3cc(C(=O)Nc4ccccc4OC)oc3nc2c1	?
O=C(c1ccc2c(c1)CCO2)N1C[C@H]2OC(=O)N(Cc3ccccn3)[C@H]2C1	i
Cc1c(C(=O)NCCCN2CCCC2=O)oc2ccc(S(=O)(=O)N3CC(C)CC(C)C3)cc12 (stereo not given)	i
CC1=C(C(N)=O)C(c2ccccc2[N+](=O)[O-])n2nnnc2N1 (stereo not given)	i
Cc1ccccc1CCC1CCCN(S(C)(=O)=O)C1 (stereo not given)	?
O=C(C1=CCCC1)N1CCCC(c2nc(-c3ccncc3)ncc2-c2ccccc2)C1 (stereo not given)	?
CC(=O)Cn1c2ccccc2n2nc(CCC(=O)O)c(=O)nc12	i
O=C(COc1ccccc1Cl)Nc1ccccc1N1CCOCC1	i
COc1ccc(Nc2cc(C)nc(N3CCN(S(=O)(=O)c4ccc(-c5ccccc5)cc4)CC3)n2)cc1	?
CC1=CC(C)(C)N(C(=O)CSc2nc3ccccc3[nH]2)c2ccccc21	?
CC(=O)c1ccc(-n2nncc2C23CC4CC(CC(C4)C2)C3)cc1	i
C=CCn1c(SCc2ccccc2)nnc1-c1ccc([N+](=O)[O-])cc1	i
Cc1cc2c(c(=O)o1)C1(C(=O)Nc3ccc(C)c(Br)c31)C(C#N)=C(N)O2 (stereo not given)	i
O=C(Nc1ccncc1[N+](=O)[O-])c1ccccc1F	i
O=C1OC(c2ccc([N+](=O)[O-])cc2)=N/C1=C/C=C/c1ccccc1	i
O=c1[nH]c2cc(Cl)ccc2c(O)c1-c1ccc(Oc2ccccc2)cc1	?
COc1cc(CNCc2ccc(OC)c(Br)c2)cc(OC)c1	i
COCCNC(=O)c1ccc(/C=C2\Sc3ccccc3N(Cc3ccc(F)cc3)C2=O)cc1	i
O=C(N1CCN(C(=O)C23CC4CC(CC(C4)C2)C3)CC1)C12CC3CC(CC(C3)C1)C2	i
COc1ccccc1C1C(C(N)=O)=C(C)Nc2ncnn21 (stereo not given)	i
Cc1noc(CN(C)C(=O)C2CCCCN2Cc2ccccc2)n1 (stereo not given)	?
COc1ccc(Nc2c(-c3ccccn3)nc3ccc(Br)cn23)cc1	i
O=C(c1nn(-c2ccc(Cl)cc2)c(=O)c2ccccc12)N1CCCC1	i
O=C(CS(=O)(=O)c1cn(Cc2cccc(F)c2)c2ccccc12)N1CCOCC1	i
Cc1cc(C)n(CC(C)NCc2ccccc2-n2ccnc2C)n1 (stereo not given)	?
O=C(CCN[C@H]1c2ccccc2C[C@H]1O)Nc1nnc(C2CC2)s1	i
COc1cc(-c2ncnn2-c2ccc(Cl)cc2)cc(OC)c1OC	i
O=C(CSc1ncnc2nc[nH]c12)c1ccc(Cl)cc1	i
CCC(=O)c1ccc(OCC(=O)N2CCN(C(=O)C3CCCO3)CC2)cc1 (stereo not given)	?
COc1cc(-c2cccc(C(C)N3CCCC3)c2)cc2cc(C(=O)O)oc12 (stereo not given)	i
O=C(Cn1c(=O)n(-c2ccccc2)c(=O)c2sccc21)NCc1ccco1	?
COCCn1c(CNC(=O)Cc2ccccc2)nc2cccnc21	?
CN1CCCN(S(=O)(=O)NCc2ccccc2)CC1	i
COc1ccccc1CNC(=O)c1ccc(I)cc1	i
CC(NC1CCN(c2ccc(NC(=O)Cc3cccc(Cl)c3)cc2)CC1)c1cccs1 (stereo not given)	?
COc1ccccc1C1C(C(=O)Nc2ccc(C)cn2)=C(C)NC2=C1C(=O)CCC2 (stereo not given)	i
Cc1cc(CNC(=O)c2ccc(Cn3cnnn3)cc2)c2[nH]c(C)c(C)c2c1	i
O=C(c1coc(=O)c2ccccc12)N1CCN(c2ccccn2)CC1	i
c1ccn2cc(CCNc3ncnc4nc[nH]c34)nc2c1	?
c1ccc(-c2csc(CN3CCCC(N4CCc5ccccc5C4)C3)n2)cc1 (stereo not given)	?
Clc1ccccc1-n1cnnc1Cc1cccnc1	i
N#Cc1c(-c2ccccc2)cc(-c2cccs2)nc1Br	i
C=CCOc1ccccc1CN1CCCN(C)CC1	i
CC(CCn1cccn1)NC(=O)c1ccc2c(c1)OCC(=O)N2 (stereo not given)	i
The listing continues:
SMILES	ST2 IL33 inh
Cc1ccc(CNC(=O)c2cccn3c(=O)c4c5c(sc4nc23)CCCC5)cc1	i
COc1ccc(-n2c(C)nc3c(cnn3-c3ccc(Cl)cc3)c2=O)cc1	i
CCN(CC)C(=O)CC[C@@H]1CNC(=O)[C@@H]2C[C@H](NCc3cccc(Cl)c3)CN12	i
CC(CC12CCCN1C(=O)C1CCCN1C2=O)OC(N)=O (stereo not given)	?
CC(C)c1ccc(NC(=O)c2cnc3n(c2=O)CCS3)cc1	i
O=C1NC(CC(=O)N2CCc3c(cc(-c4cccc(Cl)c4)c(=O)n3CC3CC3)C2)c2ccccc21 (stereo not given)	?
COc1cc(OC)cc(-n2c(=O)c3sccc3n(CC(=O)N(C)C3CCCCC3)c2=O)c1	i
COc1ccc(C=C2C(=O)OC3(CCCCC3)OC2=O)cc1O	i
Nc1nc(-c2ccc(Cl)cc2)cc(C(F)(F)F)n1	i
Cn1cnnc1SCC(=O)Nc1ccc(F)c(Cl)c1	?
O=C(Nc1nnc(C2CC2)o1)c1ccc(S(=O)(=O)N2CCCc3ccccc32)cc1	?
Cc1ccccc1-n1nc(C)c([C@H]2C=C[C@@H](O)C2)c1C	i
Cc1oc(CC(C)C)c(CN2CCCCC2)c1C(=O)O	i
Cc1noc(C)c1Cc1c(C)noc1C	i
O=c1oc2cc(O)ccc2cc1-c1nc2ccccc2[nH]1	?
Cc1cccc(C)c1NC(=O)C1(N(Cc2ccccc2)C(=O)c2ccn[nH]2)CCCCC1	?
COc1ccc(-n2nc3c(c2NC(=O)c2ccc(OC)cc2OC)CS(=O)C3)cc1 (stereo not given)	i
CCn1c(C2CCN(Cc3cccc4nonc34)CC2)n[nH]c1=O	i
Nc1nc2ccccc2n1Cc1ccc(Cl)cc1	i
Cc1nc(CCNC2CCN(S(C)(=O)=O)CC2)nc2c1CCCC2	i
CN(C)c1nc2c(c(=O)[nH]1)CCN(C(=O)C(c1ccccc1)c1ccccc1)C2	i
COc1ccc(-c2nnc(NC(=O)c3ccc(S(=O)(=O)N(C)c4ccccc4)cc3)o2)cc1	i
Cc1ccc2c(c1)c(=O)c(C(=O)N(C)Cc1csc(C)n1)cn2C	i
Cc1ccc(CN2CCN(Cc3cccc4cnccc34)CC2CCO)o1 (stereo not given)	i
CCCCOc1ccc(NC(=O)c2cc(F)c(F)cc2Cl)cc1	i
Cc1ccc(N2C(=O)c3ccccc3NC2C(C)c2ccccc2)cc1 (stereo not given)	i
Fc1ccccc1Cc1noc(CN2CCCN(Cc3ccccc3F)CC2)n1	?
COc1cc(Nc2ncnc3c2cnn3-c2cccc(C)c2)cc(OC)c1OC	i
COC(=O)c1c(NC(=O)c2ccc(Br)o2)sc(C)c1C	i
COc1cc(CN2CCOCC2)cc(OC)c1	?
Cc1ccc(S(=O)(=O)N2CCCC2)cc1	i
O=C(CCS(=O)(=O)c1cccc2cccnc12)Nc1ccc(F)cc1	i
COc1cc2c(cc1CN1CCC(O)(Cc3cc(-c4ccccc4)no3)CC1)CCC2	?
CSc1cccc(NC(=O)CN2CCN(Cc3ccccc3)S2(=O)=O)c1	?
CCOC(=O)c1c(NC(=O)c2cccs2)sc2c1CCN(Cc1ccccc1)C2	i

Entries shown so far that have fluorine (18):
SMILES	ST2 IL33 inh
O=C(Cn1c(=O)n(-c2cc(F)ccc2F)c(=O)c2sccc21)N1CCCC1	i
O=C(c1ccc(F)cc1)N1CCN=C1SCc1cccc(Cl)c1	i
Fc1ccc(CN(Cc2ccncc2)Cc2cccc(-n3cccn3)c2)cc1	?
COc1cc2c(cc1OC)C(C(=O)NCc1cccnc1)C(c1ccccc1F)N(C)C2=O (stereo not given)	?
O=C(CCN1C(=O)c2ccccc2C1=O)Nc1ccc(F)cc1	i
O=S1(=O)CC2N=C(Nc3ccccc3F)SC2C1 (stereo not given)	i
COC(=O)c1ccc(CNC2CCCc3c2cnn3-c2ccccc2F)cc1 (stereo not given)	?
O=C1CSC(c2ccc(Cl)cc2Cl)N1c1cccc(F)c1 (stereo not given)	i
O=C(CSCc1ccccc1)N1CCN(c2ccc(F)cc2)CC1	i
CC(C)C(=O)Nc1ccc(Cl)cc1F	i
O=C(Nc1ccncc1[N+](=O)[O-])c1ccccc1F	i
COCCNC(=O)c1ccc(/C=C2\Sc3ccccc3N(Cc3ccc(F)cc3)C2=O)cc1	i
O=C(CS(=O)(=O)c1cn(Cc2cccc(F)c2)c2ccccc12)N1CCOCC1	i
Nc1nc(-c2ccc(Cl)cc2)cc(C(F)(F)F)n1	i
Cn1cnnc1SCC(=O)Nc1ccc(F)c(Cl)c1	?
CCCCOc1ccc(NC(=O)c2cc(F)c(F)cc2Cl)cc1	i
Fc1ccccc1Cc1noc(CN2CCCN(Cc3ccccc3F)CC2)n1	?
O=C(CCS(=O)(=O)c1cccc2cccnc12)Nc1ccc(F)cc1	i

Assay outcomes: PubChem BioAssay, IUPUI and University of Michigan

The list is partial (hit frequency here may not be typical).
